# Screening results (PubChem)
# MC4R antag cAMP – blocks human MC4R cAMP signaling; MC4R-expressing cells, MTII-stimulated cAMP, LANCE TR-FRET; inhibition, % at 6.5 µM; hit rate 0.48% among 360,000; AID 540295;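 active means inhibition above its plate's cutoff, the mean of tested wells on that plate plus 3 SD, cut at about 29% in these data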;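 further: 0% = Melanotan II alone and 100% = Melanotan II plus saturating MCL0020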
#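 Test system: U2OS cells stably expressing human melanocortin 4 receptor (MC4R); also added: Melanotan II challenge; compound: 6.5 µM single dose; timing: 30-min compound preincubation, 1-h Melanotan II challenge, 1-h detection, room temperature; signal: Eu-cAMP/anti-cAMP TR-FRET, emission 671 nm; repeats: one well per compound, no replicates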
# Cardio protect – modulators protecting cardiomyocytes from myocardial damage; hit rate 0.63% among 360,000; H9c2 cardiomyocytes, H2O2 injury protection, ATPLite, 2 h; protection from H2O2 cell death, % at 20 µM;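 active means compounds giving at least 50% protection of heart cells from peroxide-induced death in the single-dose screen, raw or plate-pattern-corrected value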;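 further: 0% = DMSO wells with peroxide and 100% = DMSO wells without peroxide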
# m5-HT2A agonist – activates the mouse 5-HT2A serotonin receptor; P35363; CHO-K1 mHTR2A beta-arrestin complementation, luminescence; percent of 30 µM serotonin response; activation, % at 7.6 µM; hit rate 0.66% among 360,000;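 active means activation above a run cutoff, the mean activation of all tested compounds plus 3 SD, cut at about 14% in these data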;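 further: 0% = plate median of compound wells and 100% = 30 µM serotonin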
# Glyco luc inh – blocks N-linked glycosylation in D54 reporter cells. hit rate 0.23% among 360,000. D54 ERlucT glycosylation luciferase reporter, 24 h; percent of 100 nM tunicamycin response. AID 588692. reporter increase, % at 12.5 µM;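 active means mean luciferase reporter signal, scaled so untreated is 0 and the glycosylation-blocking control 100, at or above a set limit in every replicate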;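 further: luciferase carries N-glycosylation sites so blocking glycosylation raises the light; 0% = median of neutral control wells and 100% = median of 100 nM tunicamycin wells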
# ABHD5-PLIN5 inh – inhibitors of human ABHD5-perilipin-5 interaction; Q00G26+Q8WTS1; Split G. princeps luciferase complementation, luminescence, 4 h; inhibition, % at 4 µM; hit rate 0.78% among 360,000; AID 602281;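 active means inhibition above the mean inhibition across every tested compound plus 3 SD, cut at about 22% in these data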;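 further: 0% = DMSO only wells and the 100% control is not disclosed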
# Target sequence (Q00G26 whole entry, looked up): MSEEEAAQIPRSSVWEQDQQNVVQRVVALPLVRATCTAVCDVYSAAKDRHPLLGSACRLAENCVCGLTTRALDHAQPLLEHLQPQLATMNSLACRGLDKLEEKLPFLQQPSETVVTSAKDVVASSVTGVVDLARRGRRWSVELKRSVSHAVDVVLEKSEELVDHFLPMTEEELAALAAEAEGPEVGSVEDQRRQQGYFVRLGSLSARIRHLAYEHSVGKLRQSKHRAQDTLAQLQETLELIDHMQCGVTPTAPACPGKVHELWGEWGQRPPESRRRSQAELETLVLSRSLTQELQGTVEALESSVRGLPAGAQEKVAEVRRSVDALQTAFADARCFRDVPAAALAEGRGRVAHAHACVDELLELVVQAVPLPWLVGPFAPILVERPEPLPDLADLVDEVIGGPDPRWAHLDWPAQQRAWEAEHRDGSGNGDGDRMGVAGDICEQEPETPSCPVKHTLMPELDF
# Target sequence (Q8WTS1 whole entry, looked up): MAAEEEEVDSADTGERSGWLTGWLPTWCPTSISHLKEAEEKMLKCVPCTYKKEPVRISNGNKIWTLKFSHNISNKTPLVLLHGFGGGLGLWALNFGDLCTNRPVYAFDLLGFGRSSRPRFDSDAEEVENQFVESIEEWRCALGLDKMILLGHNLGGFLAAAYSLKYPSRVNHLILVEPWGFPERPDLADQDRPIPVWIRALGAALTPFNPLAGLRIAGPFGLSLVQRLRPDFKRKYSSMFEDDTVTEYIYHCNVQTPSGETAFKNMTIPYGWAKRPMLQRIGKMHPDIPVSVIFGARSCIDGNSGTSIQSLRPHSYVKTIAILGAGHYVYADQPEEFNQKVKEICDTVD
# Granule exo inh – lytic granule exocytosis inhibition; TALL-104 LAMP-1 surface exposure, flow cytometry; cells stimulated with thapsigargin and PMA; inhibition, % at 10 µM; hit rate 0.66% among 360,000;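 active means inhibition above about 55%, limit read from the data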
# MC4R barr agon – activates human MC4R beta-arrestin recruitment; U2OS MC4R beta-arrestin complementation, luminescence; percent of melanotan II response, DMSO zero; activation, % at 8.9 µM; hit rate 0.98% among 360,000;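 active means activation above a per-plate cutoff, the mean activation of sample wells on that plate plus 3 SD, cut at about 8% in these data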
# ABCB6 inh 2 – blocks the human ABCB6 transporter. K562-ABCB6 porphyrin accumulation, flow cytometry, 1 h; active compounds read low. fluorescence ratio to DMSO, % at 10 µM. hit rate 0.19% among 360,000;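 active means fluorescence ratio to DMSO below 75%, the collection mean minus 3 SD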;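 further: signal is porphyrin accumulated inside mitochondria; 100% equals median channel fluorescence of DMSO control wells; lower ratio means ABCB6 inhibition with less porphyrin fluorescence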
# aDG glyco up – alpha-DG glycosylation activation. Pro5-aDG cells, alpha-DG glycosylation AlphaScreen (IIH6); 0% Pro5, 100% B10-LARGE cell signal. activation, % at 10 µM. hit rate 0.22% among 360,000. AID 624168;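 active means activation of at least 8% versus controls, or a plate z-score of at least 8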;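 further: Pro5 are CHO cells carrying HIG-tagged alpha-DG that lacks glycosylation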
# hiPSC survival – enhancers of human iPSC single-cell survival | hiPSC single-cell survival, ATPlite luminescence; 100% = ROCK inhibitor wells, 0% = DMSO | survival enhancement, % at 20 µM | hit rate 0.044% among 360,000; in the data active means survival enhancement above about 18%;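 further: cells exposed to compounds for 16 hours before the ATP read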
# * hit, by the source's call; . = not tested or not shown; & = joins results of further samples.
# Below each compound – MC4R antag cAMP	Cardio protect	m5-HT2A agonist	Glyco luc inh	ABHD5-PLIN5 inh	Granule exo inh	MC4R barr agon	ABCB6 inh 2	aDG glyco up	hiPSC survival
> CCCCN1C=CC(=C2N=c3cccc([N+](=O)[O-])c3=N2)C=C1
→ -4	10	0	-10	-3	5	0.5	102	-0.1	-0.7
> CCC1(C)Cc2c(sc3[nH]c(=O)[nH]c(=O)c23)CS1 (stereo not drawn)
→ 5	16	7	0	-2	-1	-0.4	95	-0.3	-0.4
> CCSc1nnc(CNc2ccc(C)cc2)n1C
→ 0	4	7	0	3	0	-1.0	101	-0.2	-2.3
> COc1ccccc1N1CCN(C2CC(=O)N(c3ccc(Cl)cc3)C2=O)CC1 (stereo not drawn)
→ 1	1	1	1	1	-8	-0.3	104	0.1	0.0
> CCOc1cc(/C=N/NC(=O)CNc2cccc(C)c2)ccc1OC(=O)c1ccccc1
→ -3	8	-5	0	-5	-5	-0.8	106	0.2	7.6
> O=C(c1c[nH]c2ccc(S(=O)(=O)N3CCOCC3)cc2c1=O)N1CCCC1
→ 18	-4	6	2	3	-1	-1.9	122	-0.1	5.4
> COc1ccc([N+](=O)[O-])cc1NC(=O)c1cccs1
→ -1	-4	-2	0	1	0	-2.9	101	-0.1	-1.4
> CC1CC(C)CN(CCCNC(=O)Cn2ncc3c(=O)oc4ccccc4c32)C1 (stereo not drawn)
→ 4	5	1	1	0	-2	-0.3	100	0.0	-1.3
> O=[N+]([O-])c1cccc(/C=N/Nc2nc(NCc3ccccc3)nc(N3CCOCC3)n2)c1O
→ -7	48	-27	-4	7	43	-9.0	97	1.2	1.6
> CN(C)CCCn1c(NC(=O)C2CCCCC2)nc2ccccc21
→ 3	5	20*	2	-1	-2	0.1	95	0.1	-2.8
> Cc1cc(C)cc(NC(=O)C(=O)NCCCN2CCCC2=O)c1
→ 3	-5	-5	2	-5	-4	-1.1	100	-0.1	-0.4
> CCOc1ccc(N=Cc2ccccc2O)cc1
→ 11	3	9	-2	-2	35	-0.6	96	0.0	1.3
> O=C(O)CC1(CC(=O)NCc2cccc(Cl)c2)CCCCC1
→ 2	-6	2	0	2	-15	-1.4	101	0.0	0.3
> Cc1cccc(NC(=S)N(CCc2nc3cc(C)c(C)cc3[nH]2)Cc2cccnc2)c1
→ 5	-3	1	-1	-7	5	2.9	87	1.4	1.7
> COCCNC(=O)CSc1nc(N)c(NC(=O)c2ccccc2F)c(=O)[nH]1
→ -5	7	5	-6	8	-1	2.3	94	-0.1	-1.3
> C/C(O)=c1/c(=O)nc2cccc3c2=c1c1ccccc1c3=O
→ -25	23	1	6	-3	8	0.2	93	0.0	1.2
> O=C(CCn1c(=S)oc2ccccc21)NC1CCCCCCC1
→ 22	-3	4	0	3	-5	1.0	97	0.2	0.0
> O=C(CN(Cc1ccc(Br)cc1)S(=O)(=O)c1ccccc1)NCc1ccccn1
→ 1	2	-5	-3	-5	-3	-3.7	96	0.3	-0.4
> Cc1cc(C)cc(-n2ccnc2SCC(=O)O)c1
→ -2	2	0	2	-1	-2	-0.4	100	-0.5	0.2
> CCOC(=O)c1c(NC(=O)C2C3C=CC(C3)C2C(=O)O)sc2c1CCC(C)C2 (stereo not drawn)
→ 3	5	1	1	-3	8	3.2	106	-0.1	-1.1
> COc1cc(C(=O)COC(=O)c2ccc([N+](=O)[O-])o2)cc(OC)c1OC
→ 2	41	-3	1	-9	-13	-2.7	102	0.3	0.4
> COc1cccc(CCC(=O)N2CCC(n3nccc3NC(=O)CC(C)C)CC2)c1
→ -4	-4	6	4	-4	1	-2.0	102	0.0	-0.4
> CCCCn1c(-c2ccc(Br)cc2F)nc2c1c(=O)[nH]c(=O)n2CC(C)C
→ 4	12	5	-2	-3	6	3.7	98	-0.1	0.6
> O=[N+]([O-])c1ccc(S(=O)(=O)N(CCCN2CCOCC2)Cc2cccs2)cc1
→ 4	-1	5	1	1	-1	-3.1	89	0.4	0.1
> COc1cc(N)c(Cl)cc1C(=O)NC1CCN(Cc2ccccc2)CC1
→ 18	12	-9	-4	7	2	-0.6	106	-0.2	1.4
> c1csc(C(c2nnnn2C2CCCC2)N2CCCC3(CCCCC3)C2)c1 (stereo not drawn)
→ 6	-30	-3	-8	-7	8	2.6	83	0.4	3.2
> C=C1CC(COc2ccc3c(C)c(Cl)c(=O)oc3c2)(c2ccccc2)OC1=O (stereo not drawn)
→ -51	-16	-6	-14	62*	3	-2.1	100	-0.2	-5.3
> N#Cc1ccccc1S(=O)(=O)N1CCN(C(=O)Cc2coc3cc(O)ccc23)CC1
→ -8	-3	7	-1	-1	-4	0.2	105	1.2	-0.2
> CCOC(=O)c1ccc2c(c1)nc(COc1ccc(OC)cc1)n2CC
→ 6	-3	2	0	0	11	-1.5	94	0.1	3.2
> Cc1ccccc1NC(=O)COC(=O)CCc1nc2ccccc2c(=O)[nH]1
→ 25	65*	-2	0	0	0	-1.0	98	-0.2	1.7
> COc1ccccc1CNC(=O)Nc1nc(C(N)CCc2ccccc2)cs1 (stereo not drawn)
→ 6	-9	-4	-5	-2	10	1.6	94	4.6	-4.4
> C[C@H](CO)N1C[C@H](C)[C@@H](CN(C)C(=O)Nc2ccc(C(F)(F)F)cc2)Oc2c(NC(=O)NC3CCCCC3)cccc2C1=O
→ 21	2	-6	6	-15	-2	-1.7	95	0.2	-1.3
> Cc1cc(C)c2sc(N(CCN(C)C)C(=O)c3cc(Cl)sc3Cl)nc2c1
→ 28	0	-7	2	8	-7	2.6	90	0.2	1.0
> CC1CCN(c2c(NCC3CCC(C(=O)NCc4ccc(F)cc4)CC3)c(=O)c2=O)CC1 (stereo not drawn)
→ 9	-1	8	0	2	-1	-0.2	92	0.1	-0.7
> CC1(c2ccc3c(c2)OCCO3)NC(=O)N(CC(=O)Nc2ccccc2SCC#N)C1=O (stereo not drawn)
→ 2	8	4	1	-2	6	-2.4	181	0.1	1.0
> CC(=O)c1ccc(OCC(=O)NC(=O)NC2CCCCC2)cc1
→ 3	-17	-3	-1	-11	0	-0.7	98	0.6	-0.4
> Cc1ccc(C)c(C(=O)COC(=O)c2cc(S(=O)(=O)N3CCOCC3)ccc2F)c1
→ -54	-7	0	1	-5	-3	-2.1	99	0.0	5.4
> O=C(CSc1nnc(NC(=O)C2CC2)s1)Nc1ccc(F)cc1
→ 2	-1	0	1	6	0	-1.2	97	0.4	0.0
> CC(C)CN1CCC(=O)N([C@H](CO)Cc2ccccc2)CC1
→ 0	-1	4	1	-5	52	1.3	98	0.0	0.0
> CCOC(=O)[C@H]1[C@H]2COc3ccc(OC)cc3[C@@H]2N2C(=O)c3cc(F)c(F)cc3NC(=O)[C@@]12C
→ 7	16	14	-2	7	8	-0.7	97	-0.2	-1.8
> COc1ccc(OC)c(CN2CCN(C(=O)c3ccc(S(=O)(=O)N4CCCCCC4)cc3)CC2)c1
→ 18	0	-9	-1	-1	-2	4.2	93	0.1	0.8
> N#Cc1ccsc1NC(=O)COC(=O)c1ccc(Br)o1
→ 0	-4	10	1	-2	-2	-0.9	92	0.2	0.6
> CN(C)CCCNC(=O)c1cc2c3ccccc3n(C)c2s1
→ 9	7	-8	-2	12	-2	0.3	92	0.1	-1.0
> C#CCN(C[C@@H]1[C@@H](OC(=O)NCc2ccccc2F)[C@@H](OC(=O)NCc2ccccc2F)CN(C(=O)OC(C)C)N1C(=O)OC(C)C)S(=O)(=O)c1ccc(C)cc1
→ 6	-11	-1	-2	-1	4	-0.6	101	0.3	4.0
> CCOc1ccc(N=Nc2c(N)[nH][nH]c2=O)cc1
→ -20	-3	1	1	0	-4	-2.3	96	-0.1	1.4
> Cn1c(CNC(=O)CNC(=O)Cc2ccc(Cl)cc2)cc(=O)n(C)c1=O
→ -6	9	2	1	-1	-5	1.1	96	-0.1	0.9
> O=C(Cc1ccccc1)N/N=C/c1cc(Br)cc(Br)c1O
→ 8	24	-2	-3	2	-2	-1.4	80	0.2	0.0
> Cc1nn(-c2cccc(Cl)c2)c(Cl)c1/C=N/NC(=O)c1cccnc1
→ 2	24	5	4	-4	-4	-0.2	99	-0.1	2.3
> CCOC(=O)c1nnn(-c2nonc2N)c1-c1ccc(Br)cc1
→ -1	-6	2	0	-2	-8	-3.5	94	-0.3	3.5
> Cc1ccc2oc3c(c(=O)c2c1)C(c1cccs1)N(CCCN(C)C)C3=O (stereo not drawn)
→ 13	11	-3	-2	-1	-1	1.2	101	0.0	-0.5

# Nine compounds already listed, arranged by length of the SMILES, low to high:
# Below each compound – MC4R antag cAMP	Cardio protect	m5-HT2A agonist	Glyco luc inh	ABHD5-PLIN5 inh	Granule exo inh	MC4R barr agon	ABCB6 inh 2	aDG glyco up	hiPSC survival
> N#Cc1ccsc1NC(=O)COC(=O)c1ccc(Br)o1
→ 0	-4	10	1	-2	-2	-0.9	92	0.2	0.6
> CN(C)CCCNC(=O)c1cc2c3ccccc3n(C)c2s1
→ 9	7	-8	-2	12	-2	0.3	92	0.1	-1.0
> O=C(Cc1ccccc1)N/N=C/c1cc(Br)cc(Br)c1O
→ 8	24	-2	-3	2	-2	-1.4	80	0.2	0.0
> CCOC(=O)c1nnn(-c2nonc2N)c1-c1ccc(Br)cc1
→ -1	-6	2	0	-2	-8	-3.5	94	-0.3	3.5
> Cc1nn(-c2cccc(Cl)c2)c(Cl)c1/C=N/NC(=O)c1cccnc1
→ 2	24	5	4	-4	-4	-0.2	99	-0.1	2.3
> Cc1ccc2oc3c(c(=O)c2c1)C(c1cccs1)N(CCCN(C)C)C3=O (stereo not drawn)
→ 13	11	-3	-2	-1	-1	1.2	101	0.0	-0.5
> COc1ccc(OC)c(CN2CCN(C(=O)c3ccc(S(=O)(=O)N4CCCCCC4)cc3)CC2)c1
→ 18	0	-9	-1	-1	-2	4.2	93	0.1	0.8
> CCOC(=O)[C@H]1[C@H]2COc3ccc(OC)cc3[C@@H]2N2C(=O)c3cc(F)c(F)cc3NC(=O)[C@@]12C
→ 7	16	14	-2	7	8	-0.7	97	-0.2	-1.8
> C#CCN(C[C@@H]1[C@@H](OC(=O)NCc2ccccc2F)[C@@H](OC(=O)NCc2ccccc2F)CN(C(=O)OC(C)C)N1C(=O)OC(C)C)S(=O)(=O)c1ccc(C)cc1
→ 6	-11	-1	-2	-1	4	-0.6	101	0.3	4.0

# Later entries:
# Below each compound – MC4R antag cAMP	Cardio protect	m5-HT2A agonist	Glyco luc inh	ABHD5-PLIN5 inh	Granule exo inh	MC4R barr agon	ABCB6 inh 2	aDG glyco up	hiPSC survival
> O=C(CSc1nnc(-c2ccncc2)o1)NCc1ccc(Cl)cc1
→ 7	0	5	-1	-1	-1	-2.0	100	0.0	9.8
> COC(=O)c1sc(C(F)(F)F)c(-c2ccccc2)c1S(=O)(=O)N(C)C
→ .	-6	.	0	.	3	.	93	-0.1	-0.8
> CC1(O)C(c2ccccc2)=Nc2ccccc21 (stereo not drawn)
→ 4	1	1	-3	-4	0	-2.0	100	0.0	-1.4
> COc1ccc(N=C(N(C)C)P(=O)(N(C)C)N(C)C)cc1
→ -1&3	-4&-8	-6&2	1&2	4&1	-3&-3	-0.3&1.6	102&88	0.2&-0.1	-0.3&-0.5
> CC1(C)CC(=O)C(C=NCC2CCCO2)=C(O)C1 (stereo not drawn)
→ 5	8	1	0	8	4	-0.8	93	-0.3	-0.9
